# Compound activity as filed in PubChem BioAssay.
# Tb PFK block: inhibitors of T. brucei phosphofructokinase | T. brucei PFK, ADP-Glo luminescence | Potency, µM (series often up to 57.5 µM), for the others: at the top dose activity, negative = inhibition, usual class: inhibitors | 0.17% of 330,000 active;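 note: potency is the fitted concentration of half-maximal effect; 0% = uninhibited 1x PFK enzyme wells and -100% = no-enzyme wells; nearly all actives have a fitted effect of over 60% in size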
# Target sequence (O15648 whole entry, looked up): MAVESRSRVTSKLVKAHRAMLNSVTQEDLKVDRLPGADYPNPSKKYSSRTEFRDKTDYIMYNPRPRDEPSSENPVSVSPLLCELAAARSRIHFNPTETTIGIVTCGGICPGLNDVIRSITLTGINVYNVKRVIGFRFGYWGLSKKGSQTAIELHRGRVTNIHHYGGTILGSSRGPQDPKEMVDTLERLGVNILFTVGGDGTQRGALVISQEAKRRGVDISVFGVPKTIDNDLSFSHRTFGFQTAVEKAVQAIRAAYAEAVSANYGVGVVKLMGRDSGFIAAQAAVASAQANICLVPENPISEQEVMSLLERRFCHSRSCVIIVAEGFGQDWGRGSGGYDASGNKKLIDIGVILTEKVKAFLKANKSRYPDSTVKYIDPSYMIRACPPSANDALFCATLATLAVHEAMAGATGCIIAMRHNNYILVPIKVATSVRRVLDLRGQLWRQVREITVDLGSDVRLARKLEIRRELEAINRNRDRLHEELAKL
#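 PFK 1.25 nM, F6P 0.5 mM, ATP 0.1 mM, 0.1 M TEA pH 8.0, 5 mM MgCl2, 0.01% Tween20, 0.1% BSA; 45 min RT. ADP-Glo readout. qHTS titration up to 57 uM; curves fitted, compounds curve-classed.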
# VP16 counter: Gal4-VP16 reporter inhibition counter-screen | Drosophila S2 Gal4-VP16 UAS-luciferase, luminescence, 20 h | Potency, µM (doses to about 53.6 µM), without a hit: top-dose activity, negative = inhibition, hits mostly inhibitors | 3.5% of 310,000 active;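 note: Gal4-VP16 expression switched on by copper sulfate through the metallothionein promoter; potency is the fitted concentration of half-maximal effect; % is set by controls: 0 for no effect and ±100 for the full control effect; nearly all actives have a fitted effect of over 50% in size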
# Rab9 prom act: activates the Rab9 promoter; Huh7 Rab9 promoter-luciferase reporter, luminescence, 24 h; Potency, µM (highest dose often 9.22 µM), for inactives: top-dose activation, negative = inhibition, most hits filed as activators; 2.8% of 320,000 active; note: potency is the fitted concentration of half-maximal effect; % of control where 0% means no effect; nearly all actives have a fitted effect of over 60% in size
#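 Rab9 promoter-driven luciferase in stably transfected Huh7 cells; 1500 cells/well rested 2 h, exposed to compound in DMSO for 24 h at 37 °C, 5% CO2. Luminescence read 10 min after adding luciferase reagent at ambient temperature.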
# uPA generation: blocks generation of uPA at the cell surface | cell surface uPA generation assay, qHTS | Potency, µM (top dose mostly 38.3 µM), for inactives: at the top dose activity change, negative = inhibition, most hits filed as inhibitors | 0.31% of 330,000 active | AID 540303; active = well fitted inhibition curve with a large enough effect; inconclusive = small, poorly fitted or top-dose-only effect; inactive = no such curve, though single readings can be large or run the other way; tested in mouse RAW 264.7 cells; note: potency is the fitted concentration of half-maximal effect; % is set by controls: 0 for no effect and ±100 for the full control effect; nearly all actives have a fitted effect of over 55% in size
# FBPA coupling cs: counter-screen for Giardia aldolase inhibitors: coupling enzyme system | activity change, negative = inhibition, % at 58.2 µM, hits read low | AID 2472 | 0.67% of 290,000 active | coupling enzyme system counterscreen, AmpLite Red fluorescence; in the data active = activity change below about -30%; note: % is set by controls: 0 for no effect and ±100 for the full control effect
#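 Activity here indicates interference with the coupling reaction, not aldolase inhibition. Compounds at 57.5 uM final met coupling enzymes for 10 min at RT; substrate and AmpLite Red detection followed, with a 525/598 nm fluorescence read after 20 min.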
# KCNH2 3.1 inh: KCNH2 3.1 (human) potassium channel inhibition | AID 720553 | U2OS KCNH2 3.1, thallium flux FluxOr; stronger effect = lower value | 0.95% of 340,000 active | activity change, % (tested at about 1.8 µM);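 active = maximum activity change below -70%; inconclusive = maximum activity change from -70% to -50%; inactive = maximum activity change above -50%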;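 note: thallium influx rate constant from kinetic fluorescence after stimulation buffer; % is set by controls: 0 for no effect and ±100 for the full control effect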
#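 Normalized rate constant (relative to positive and negative DMSO controls) derived from a 2 min kinetic fluorescence read after stimulation; U2OS cells expressing the 3.1 isoform via virus at 1.77 x 10^8 /mL.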
# ELG1 genotoxic: genotoxicity induction in ELG1-luciferase HEK293T cells; HEK293T ELG1-luciferase reporter, luminescence, 16 h; Potency, µM (top dose mostly 46 µM), without a hit: at the top dose activity change, positive = activation, actives largely listed as activators; 1.3% of 330,000 active; AID 504466; note: potency is the fitted concentration of half-maximal effect; % of control where 0% means no effect; nearly all actives have a fitted effect of over 60% in size
#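 Genotoxicity was scored as increased ELG1-luciferase reporter signal, measured by ONE-Glo luminescence (30 min, room temperature). Compound or vehicle exposure of the HEK293T reporter cells lasted 16 hr at 37°C.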
# RORgamma inh: ROR gamma (mouse) transcription inhibition. Potency, µM (series often up to 53.6 µM), inactives show top-dose activity change, negative = inhibition, hits mostly inhibitors. P51450. 5.4% of 310,000 active. Drosophila S2 Gal4-RORgamma UAS-luciferase reporter, 20 h; note: potency is the fitted concentration of half-maximal effect; % is set by controls: 0 for no effect and ±100 for the full control effect; nearly all actives have a fitted effect of over 60% in size
#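 Schneider cells (Drosophila), stable Gal4 DBD–ROR gamma + UAS-luc; 1 hr cmpd preincubation; Cu2+ induction 700 uM final; 20 hr ambient; luminescence.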
# NPC1 promoter act: activators of NPC1 promoter; 2.4% of 320,000 active; Potency, µM (highest dose often 9.22 µM), for inactives: at the top dose activation, most hits filed as activators; Huh7 NPC1 promoter luciferase reporter, 24 h;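 note: potency is the fitted concentration of half-maximal effect; % of control where 0% means no effect; nearly all actives have a fitted effect of over 60% in size; reporter is driven by a mutant NPC1 promoter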
#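 NPC1 promoter–luciferase Huh7 cells; 24 h compound; luminescence.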
# FLuc modulator: firefly luciferase modulation, counter-screen for miR-21 project; P08659; purified FLuc, Km substrates, luminescence inhibition; Potency, µM (top dose mostly 57.5 µM), for the others: top-dose activity change, negative = inhibition, usual class: inhibitors; 6.9% of 360,000 active;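 note: potency is the fitted concentration of half-maximal effect; plate controls were vehicle for no effect and reference inhibitor for full effect; nearly all actives have a fitted effect of over 55% in size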
# Target sequence (P08659 whole entry, looked up): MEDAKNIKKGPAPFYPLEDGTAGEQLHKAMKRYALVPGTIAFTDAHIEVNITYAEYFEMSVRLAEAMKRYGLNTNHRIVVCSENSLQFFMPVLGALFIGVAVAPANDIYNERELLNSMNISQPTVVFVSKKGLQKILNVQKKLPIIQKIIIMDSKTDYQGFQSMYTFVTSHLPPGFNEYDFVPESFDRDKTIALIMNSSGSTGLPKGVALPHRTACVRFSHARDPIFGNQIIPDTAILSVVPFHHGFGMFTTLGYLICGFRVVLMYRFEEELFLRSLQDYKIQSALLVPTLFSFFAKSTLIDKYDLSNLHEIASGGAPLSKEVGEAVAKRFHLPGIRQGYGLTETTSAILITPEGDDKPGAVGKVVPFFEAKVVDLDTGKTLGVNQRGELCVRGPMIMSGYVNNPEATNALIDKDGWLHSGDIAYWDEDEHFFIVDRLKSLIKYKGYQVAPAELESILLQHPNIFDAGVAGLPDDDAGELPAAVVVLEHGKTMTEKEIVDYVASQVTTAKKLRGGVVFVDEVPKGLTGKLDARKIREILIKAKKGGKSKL
#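 Purified P. pyralis luciferase, 10 nM final, with Km-level 10 uM D-luciferin and 10 uM ATP in 50 mM Tris acetate pH 7.5, 10 mM Mg acetate, 0.01% Tween-20, 0.05% BSA; 6-point qHTS titration about 60 µM downward; luminescence read.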
# Giardia kill: Giardia lamblia killing. Giardia lamblia trophozoite viability. activity change, % at 7.66 µM, hits read low. 0.15% of 340,000 active. AID 540267; in the data active = activity change below about -80%; inconclusive = between about -30% and that limit;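 note: parasites exposed to compound for two days anaerobically before the ATP read; % is set by controls: 0 for no effect and ±100 for the full control effect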
#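 Media and compound were dispensed first, then trophozoites at 100 cells/well; plates sat 48 hrs at 37 deg C without oxygen before ATP luminescence reagent was added and read after 15-30 min at room temperature.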
# Starred values were filed as active, the others as inactive; ? = inconclusive; . = no result given; [ ] = dose if it differs, or a comment. Unless noted, calls come from the whole dose curve; as a rule, active = well fitted curve in the direction sought with a large enough effect; inconclusive = small, poorly fitted or top-dose-only effect, or another doubt; inactive = no such curve, though single readings can be large; an effect the other way counts as inactive or inconclusive. This is a random part of the collection. Share with any hit: about 14%.
SMILES,Tb PFK block,VP16 counter,Rab9 prom act,uPA generation,FBPA coupling cs,KCNH2 3.1 inh,ELG1 genotoxic,RORgamma inh,NPC1 promoter act,FLuc modulator,Giardia kill
CCCc1nc(SCc2ccc(Cl)cc2Cl)n[nH]1,-1%,22%,1%,5%,-18,-4,9%,11%,5%,-14%,-3
CCN(CC)S(=O)(=O)c1ccc(NC(=O)COC(=O)CCc2cc(OC)c(OC)c(OC)c2)cc1,0%,1%,-2%,1%,0,-4,5%,?,-2%,-1%,-2
O=C(C(=O)N1CCCCC1)c1cn(CC(=O)N2CCCCCC2)c2ccccc12,2%,1%,8%,-3%,.,.,1%,1%,0%,4%,-3
COc1ccc(OC)c2[nH]c(=O)c(CCNC(=O)c3ccc(S(=O)(=O)N4CCCC4)cc3)cc12,1%,-2%,3%,-5%,1,-7,0%,23%,4%,-2%,-2
Cc1nn(-c2ccc(Cl)cc2)c2sc(C(=O)N3CCN(c4ccccn4)CC3)cc12,0%,-22%,2%,-1%,-3,-35,0%,81%,-4%,6%,-4
CCOc1ccc(OCCSc2nc(-c3ccccc3)cc(=O)[nH]2)cc1,-6%,4%,-4%,-1%,2,-9,11%,2%,0%,0%,2
COc1ccc(CNC(=O)[C@H](C)NC(=O)C2CCN(C(=O)[C@@H](N)CCSC)CC2)cc1,-4%,4%,-7%,2%,2,-3,1%,-21%,5%,-2%,3
CCNc1nc(NCC)n2c(SC(C(=O)Nc3cc(Cl)cc(Cl)c3)c3ccccc3)nnc2n1 (stereo unspecified),0%,?,-7%,-1%,7,-4,3%,?,0%,1%,-16
O=[N+]([O-])c1ccc2c(c1)C(O)n1ncnc1S2 (stereo unspecified),-2%,-3%,-2%,2%,1,-84*,0%,-17%,1%,-2%,-13
CCOC(=O)[C@H]1[C@H]2COc3cc(OC)ccc3[C@@H]2N2C(=O)c3cc(F)c(F)cc3NC(=O)[C@@]12C,0%,.,-1%,0%,.,-13,0%,.,2%,1%,-5
CC(C)CC(N)C(=O)OCc1ccc([N+](=O)[O-])cc1 (stereo unspecified),1%,-7%,3%,-2%,0,9,0%,-1%,3%,-1%,20
OC(CN1CCN(c2ccccn2)CC1)Cn1c2ccc(Cl)cc2c2cc(Cl)ccc21 (stereo unspecified),5%,?,-3%,7%,-6,-46,.,-32%,-5%,5%,-10
CC(C)CCNC(=O)NC(=O)CSc1ccc(S(=O)(=O)N2CCOCC2)cn1,-8%,.,0%,-10%,.,2,1%,.,1%,0%,0
Cc1cccc(Cn2c(C)c(C)c3cc(C(=O)NCCN4CCOCC4)ccc32)c1,0%,-13%,0%,6%,0,30,0%,-37%,-1%,-11%,-2
Cc1ccc(OCCC(=O)Nc2ccc(S(=O)(=O)Nc3cc(C)nc(C)n3)cc2)cc1,-9%,.,-6%,4%,.,5,1%,.,-2%,?,-10
O=S(=O)(c1ccc(Br)s1)n1cccn1,0%,-2%,2%,-1%,-2,13,1%,9%,-6%,-1%,16
CCC1CCc2c(sc(NC(=O)c3ccco3)c2C(N)=O)C1 (stereo unspecified),-2%,-11%,2.8µM*,-1%,4,4,?,?,?,1.3µM*,-3
CN(Cc1ccc(Br)cc1)CC(O)COc1cccc(Br)c1 (stereo unspecified),2%,?,-1%,0%,-2,-27,2%,?,-4%,-1%,27
CC(NC(=O)COC(=O)c1ccco1)c1ccccc1 (stereo unspecified),0%,-9%,0%,-3%,-2,4,-2%,2%,-4%,3%,27
COc1ccc(C2CC(c3ccccc3F)=NN2c2ccc(S(N)(=O)=O)cc2)cc1 (stereo unspecified),0%,.,.,3%,.,-1,0%,.,.,.,20
COc1cc(-c2nc(-c3ccncc3)no2)cc(OC)c1OC,-2%,2%,-12%,1%,-1,1,7%,-17%,-5%,-2%,-4
Nc1ccc(C(=O)Nc2ccccc2C(=O)O)cc1,7%,?,20%,-3%,-1,-2,?,-8%,24%,6µM*,-12
CC(NC(=O)C1CCN(S(=O)(=O)c2cnc[nH]2)CC1)c1ccccc1 (stereo unspecified),-2%,1%,-5%,0%,1,5,2%,-14%,-3%,3%,1
COC(=O)c1ccc(/C=C/c2c(-c3ccc(OC)cc3)oc3ccccc23)cc1,-5%,-18%,-1%,6%,0,5,1%,32%,-2%,-7%,18
CC(C)n1c(Oc2ccc(F)cc2)nc2c1c(=O)n(C)c(=O)n2C,0%,1%,-10%,11%,0,-3,-11%,-3%,-2%,1%,-12
O=C(Nc1cccc(NC(=O)c2cccc(Cl)c2)c1)c1cccnc1,0%,-13%,-3%,0%,-4,21,-21%,14%,1%,?,25
CCc1ccccc1OCC(=O)Nc1cc(S(=O)(=O)N(CC)CC)ccc1N1CCOCC1,0%,.,1%,2%,.,-8,4%,.,-2%,7%,5
O=C(CCN1C(=O)/C(=C\C=C\c2ccccc2)SC1=S)Nc1ccc(C(=O)O)cc1,0%,?,29%,?,.,-5,?,?,?,0.95µM*,5
CCN(CC)c1ccc(/C=N/N2C(=O)c3ccccc3C2=O)c(O)c1,0%,-10%,23%,-5%,-18,-9,-4%,32%,21%,?,-8
COc1ccc(Cc2nnc(NC(=O)CS(=O)(=O)c3ccc(C)cc3)s2)cc1OC,15%,2%,1%,-1%,10,5,-1%,25%,1%,-3%,-12

# 2 compounds from above, reduced to FBPA coupling cs, NPC1 promoter act and uPA generation.
SMILES	FBPA coupling cs	NPC1 promoter act	uPA generation
COc1cc(-c2nc(-c3ccncc3)no2)cc(OC)c1OC	-1	-5%	1%
CC(NC(=O)C1CCN(S(=O)(=O)c2cnc[nH]2)CC1)c1ccccc1 (stereo unspecified)	1	-3%	0%

# Next records
SMILES,Tb PFK block,VP16 counter,Rab9 prom act,uPA generation,FBPA coupling cs,KCNH2 3.1 inh,ELG1 genotoxic,RORgamma inh,NPC1 promoter act,FLuc modulator,Giardia kill
Cc1cccc(NC(=O)NNC(=O)c2c(Cl)c(C)nn2C)c1,0%,-15%,-2%,2%,4,5,-2%,?,-2%,1%,-11
CC(=O)Nc1sc(NC(=O)c2ccccc2)nc1-c1cccs1,-1%,-1%,-6%,-1%,2,-19,0%,-3%,-1%,-17%,-6
CCN(CC)S(=O)(=O)c1ccc(-c2nnc(SCC(=O)N3c4ccccc4CC3C)n2CC)cc1 (stereo unspecified),0%,-14%,1%,-12%,4,-29,-7%,?,-2%,0%,2
CC(C)Cc1nnc(NC(=O)CCNC(=O)c2ccccc2Cl)s1,22%,.,1%,5%,.,2,-4%,.,0%,-1%,9
CC(=O)c1ccc2c(c1)C1C=CCC1C(c1cc3c(cc1Br)OCO3)N2 (stereo unspecified),0%,.,-30%[inhibitor],?,.,-9,10%,.,-30%[inhibitor],-12%,-7
CCN(CC)S(=O)(=O)c1cccc(C(=O)NNC(=O)C2=NN(c3ccccc3)C(=O)CC2)c1,-1%,0%,2%,0%,0,11,0%,-9%,-1%,4%,15
CCOC(=O)C(=CNc1cccnc1Oc1ccc(C)c2c1CCC2)C(=O)OCC,3%,0%,-7%,-3%,-1,-7,-13%,-3%,-7%,-1%,1
O=C(CN1CCCN(S(=O)(=O)c2ccc(Br)s2)CC1)Nc1ccc(Cl)cc1,-2%,?,0%,.,0,-4,-8%,-24%,1%,2%,12
CC1CN(S(=O)(=O)c2cc(C(=O)NC(C)c3cccnc3)ccc2Cl)CC(C)O1 (stereo unspecified),6%,.,.,2%,.,9,-2%,.,.,.,-18
CN(CC(=O)Nc1ccccc1Cl)C(=O)COC(=O)c1ccc(=O)n(Cc2ccccc2)n1,-2%,.,-5%,2%,.,5,0%,.,0%,6%,3
Cc1ccccc1-c1cc(C(=O)Nc2sc(C)c(C)c2C(N)=O)c2ccccc2n1,-13%,1%,-9%,7%,1,-13,-31%[inhibitor],9%,-14%,-18%,24
Cc1nc2nc(C)c(NS(=O)(=O)c3ccc(Cl)cc3)c(=O)n2[nH]1,1%,-7%,3%,3%,6,-1,1%,-10%,-4%,0%,-15
NC(=O)CC(NC(=O)Cc1ccc(Cl)cc1)c1ccc(NCCN2CCOCC2)c([N+](=O)[O-])c1 (stereo unspecified),-1%,-12%,0%,12%,2,.,6%,-3%,-3%,3%,?
Cn1nc(C(=O)N2CCc3ccccc3C2)c2ccccc2c1=O,5%,-7%,6%,-4%,0,1,7%,-7%,5%,12%,-16
CS(=O)(=O)N(CC(=O)NCCSCc1ccccc1)c1ccccc1Cl,4%,-9%,6%,-1%,0,4,-8%,27%,1%,1%,13
CCc1nnc(NC(=O)CC23CC4CC(CC(Br)(C4)C2)C3)s1,0%,-5%,-5%,12%,1,-4,2%,-26%,-3%,3%,19
COc1ccc(NC(=O)Cc2nnc(N)s2)cc1,2%,0%,-8%,9%,-1,-15,6%,15%,1%,-9%,-2
